# miR122 inh: miR-122 inhibition in Huh7 cells; 0.3% of 340,000 active; activation (reporter increase), % at 12.5 µM; Huh7 miR-122 Renilla luciferase sensor, 48 h; neutral wells = 0, positive control = 100;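 active means mean replicate activation score at least 90 and every replicate individually at or above 90; inconclusive means only one of the two criteria met; inactive means neither criterion met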;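 further: higher luciferase means less miR-122 activity so hits act as miR-122 inhibitors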
# ARNT-TACC3 inh: disrupts binding between human ARNT and TACC3. 0.66% of 390,000 active. inhibition, % at 9.99 µM. AlphaScreen His-ARNT PAS-B/GST-TACC3 binding, luminescence; TACC3 fragment carries E629A point mutation. Q9Y6A5;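 active means mean inhibition of replicates at least 50% and at least half of replicates each reaching 50%; inconclusive means half or more replicates reach 50% but mean below 50%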;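 further: 0% = complete ARNT plus TACC3 wells and 100% = ARNT alone without TACC3; many hits fall short of the cut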
# Cneo AK release: causes C. neoformans cell lysis; adenylate kinase release luminescence, 4 h; normalised: neutral wells 0, clomiphene wells 100; lysis activity, % at 15 µM; 0.2% of 360,000 active; AID 651654;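 active means mean lysis activity across replicates of at least 80%, whatever share of replicates individually reach that level; inactive means mean lysis activity below 80%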
#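 Assay system: Cryptococcus neoformans yeast cells / Dosing: single-point compound dose / Timing: 4 h at 37 °C static, read 1 h later / Measured by: luminescence of released adenylate kinase using an AK detection reagent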
# ERp5 block: blocks human ERp5 reductase activity on insulin | ERp5 insulin aggregation, absorbance 650 nm, 90 min | inhibition, % at 9.99 µM | 0.05% of 350,000 active | AID 651711;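 active means mean replicate inhibition above about 25%, with every replicate also reaching it, limit read from the data, passing the limit was not always enough; inconclusive means only one of those two criteria met; inactive means neither criterion met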
# Target sequence (Q15084 whole entry, looked up): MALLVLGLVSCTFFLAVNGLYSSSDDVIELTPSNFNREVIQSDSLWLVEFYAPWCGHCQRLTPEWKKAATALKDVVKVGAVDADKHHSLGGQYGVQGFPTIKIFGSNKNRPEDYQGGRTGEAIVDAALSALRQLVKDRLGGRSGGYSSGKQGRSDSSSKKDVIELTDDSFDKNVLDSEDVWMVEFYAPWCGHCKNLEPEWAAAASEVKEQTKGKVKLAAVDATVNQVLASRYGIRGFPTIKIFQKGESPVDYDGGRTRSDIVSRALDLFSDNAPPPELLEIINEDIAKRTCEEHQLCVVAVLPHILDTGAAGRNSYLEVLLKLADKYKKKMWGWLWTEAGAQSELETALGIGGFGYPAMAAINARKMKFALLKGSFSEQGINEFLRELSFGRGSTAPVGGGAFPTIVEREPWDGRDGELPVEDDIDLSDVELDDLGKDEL
# C2C12 statin: protects C2C12 myotubes from simvastatin toxicity; rescue of ATP level, % at 7.49 µM; AID 602340; ATP luminescence, 48 h; scaled: DMSO 0, geranylgeraniol control 100; 0.78% of 330,000 active;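 active means mean ATP rescue above about 67%, or every replicate alone reaching that limit, limit read from the data, passing the limit was not always enough; inconclusive means no clear call, values can overlap the other calls; inactive means mean under the limit and some replicate under it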;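 further: myotubes were challenged with 10 µM simvastatin during compound exposure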
# SIRT5 inh: blocks human SIRT5 desuccinylation of peptide; Q9NXA8; Purified SirT5, succinyl-peptide AMC, trypsin-coupled fluorescence; inhibition, % at 15 µM; 1.1% of 330,000 active; AID 652115; in the data active means inhibition above about 15%; inconclusive means no clear call, values can overlap the other calls
# Target sequence (Q9NXA8 whole entry, looked up): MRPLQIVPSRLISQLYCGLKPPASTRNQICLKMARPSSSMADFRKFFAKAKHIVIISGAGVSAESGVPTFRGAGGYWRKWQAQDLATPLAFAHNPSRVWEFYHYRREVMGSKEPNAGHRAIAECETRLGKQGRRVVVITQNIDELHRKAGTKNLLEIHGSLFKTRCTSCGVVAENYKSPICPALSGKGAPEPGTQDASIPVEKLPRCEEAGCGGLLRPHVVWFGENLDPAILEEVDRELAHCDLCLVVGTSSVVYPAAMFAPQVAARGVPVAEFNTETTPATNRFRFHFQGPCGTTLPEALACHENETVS
# esBAF inh: inhibitors of esBAF chromatin remodeling in mouse ES cells | Bmi1-luciferase knock-in reporter, 24 h; 100% = twice the neutral-well signal | reporter increase, % at 12.5 µM | 2% of 350,000 active | AID 602393; in the data active means activation above about 40%; inconclusive means no clear call, values can overlap the other calls;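 further: 0% = median of the plate's neutral control wells and 100% = double that signal; a rise in the Bmi1 reporter signal indicates esBAF inhibition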
# * = called active by the depositor; u = inconclusive; x = not tested or not shown; [ ] = another dose, or the depositor's remark.
cpd	structure	miR122 inh	ARNT-TACC3 inh	Cneo AK release	ERp5 block
1	NC(=O)c1cc(S(=O)(=O)N2CCN(c3cccc(Cl)c3)CC2)cs1	-2	x	1	2
2	COc1ccc(CNC(=O)c2ccc(Cn3cc(Cl)cn3)o2)cc1	-2	-6	4	0
3	CNc1ccccc1C(C)(C)c1cc(-c2ccco2)n[nH]1	x	4	1	-6
4	COc1cc(/C=N/NC(=O)c2cc(-c3cccc(OC(C)C)c3)nc3ccccc23)ccc1O	20	2	7	2
5	O=C(Nc1ccc(OC(F)(F)F)cc1)c1cccc(-n2cnnn2)c1	7	-4	0	-11
6	C[C@@H]1CN([C@@H](C)CO)C(=O)c2cc(-c3cncnc3)cnc2O[C@H]1CN(C)CC1CCOCC1	-3[16.7 µM]	-10	1	2
7	C[C@@H]1CN([C@H](C)CO)C(=O)c2cc(NC(=O)Nc3ccccc3)ccc2O[C@@H](C)CCCCO[C@@H]1CN(C)Cc1ccncc1	1[16.7 µM]	7	-2	5
8	COCC(=O)Nc1ccc2c(c1)OC[C@H](C)N(Cc1ccccc1OC)C[C@@H](C)[C@H](OC)CN(C)C2=O	x	-4	-1	2
9	N#C/C(=C/c1ccc(N2CCCCC2)o1)c1cccc(F)c1	-4	-6	-1	-2
10	CCCOc1ccc(N2CC(C(=O)Nc3ccccc3F)CC2=O)cc1 (configuration not stated)	-2	-3	3	x
11	CCNC(=S)NNC(=O)c1ccc(=O)n(Cc2ccccc2)c1	-3	-2	0	7
12	O=C(CN1C(=O)c2ccccc2C1=O)NCC1COc2ccccc2O1 (configuration not stated)	12	7	5	x

cpd	C2C12 statin	SIRT5 inh	esBAF inh
1	-1	-2	-8
2	8	2	0
3	27	-3	-6
4	-7	0	31
5	-43	-2	1
6	22	u	-8
7	x	-1	x
8	-9	1	-4
9	27	-1	74*
10	x	x	6
11	1	-7	10
12	-4	x	2

# Continuation.
cpd	structure	miR122 inh	ARNT-TACC3 inh	Cneo AK release	ERp5 block
13	CC(=O)c1cccc(-c2cnc3c(NC=O)cc(-c4ccccc4)cn23)c1	x	x	-1	1
14	c1ccc(CNc2nc(NCc3ccccc3)c3ccccc3n2)cc1	-1	4	5	x
15	O=C(Nc1nccs1)c1cc(S(=O)(=O)N2CCOCC2)c(Cl)cc1Cl	-5	-5	x	x
16	CCOc1ccccc1-n1c(SCC(=O)NCc2ccco2)nnc1-c1ccncc1	4	x	-3	x
17	COc1ccccc1CNC(=O)Cc1csc(NC(=O)Nc2ccccc2OC)n1	-2	-5	0	-2
18	C[C@@H]1CN([C@@H](C)CO)S(=O)(=O)c2ccc(-c3cncnc3)cc2O[C@H]1CN(C)C(=O)C1CCC1	-1[16.7 µM]	7	-2	-5
19	COC(=O)C[C@@H]1C[C@@H]2c3cc(NC(=O)c4cccnc4)ccc3O[C@@H]2[C@@H](CO)O1	-4[16.7 µM]	-8	-9	1
20	CCn1c(SCC(=O)Nc2ccc(NC(C)=O)cc2)nnc1C1CC1	-2	x	1	x
21	CN1C(=O)c2cc(NC(=O)c3ccccc3Cl)ccc2OC[C@H]2O[C@H](CC(=O)NCC(F)(F)F)CC[C@H]21	x	-7	37	-3
22	O=C(c1cc(-c2ccc(Cl)cc2Cl)on1)N1CCN(C(=O)c2ccco2)CC1	-1	14	-2	x
23	CCc1noc(C)c1C(=O)NNC(=O)c1nn(C)c(=O)c2ccccc12	x	3	-2	3
24	Cc1ccc(NCc2nnc(SCC(=O)Nc3ncc(C)s3)n2Cc2ccco2)c(C)c1	-12	-3	5	x

cpd	C2C12 statin	SIRT5 inh	esBAF inh
13	4	-7	-1
14	x	x	x
15	-1	x	-8
16	-3	x	-4
17	1	1	0
18	9	5	-4
19	3	1	0
20	1	x	1
21	1	0	5
22	-9	x	13
23	-6	8	-2
24	0	x	9

# The results go on:
cpd	structure	miR122 inh	ARNT-TACC3 inh	Cneo AK release	ERp5 block
25	C[C@@H](NC(=O)C[C@H]1C=C[C@@H](NC(=O)c2cccnc2)[C@H](CO)O1)c1ccccc1	x	-4	-5	-2
26	CCC(=O)N(C)C[C@H]1Oc2ncc(C#Cc3cccnc3)cc2C(=O)N([C@H](C)CO)C[C@@H]1C	0[16.7 µM]	-1	8	1
27	C[C@@H]1CN([C@H](C)CO)C(=O)c2cc(NS(=O)(=O)c3ccc(Cl)cc3)ccc2O[C@H]1CN(C)C	-1[16.7 µM]	x	0	-3
28	C[C@H](CO)N1C[C@H](C)[C@@H](CN(C)S(=O)(=O)c2ccc(F)cc2)Oc2cc(C3=CCCCC3)ccc2S1(=O)=O	23[16.7 µM]	17	-5	0
29	CC(C)(C)OC(=O)N1CCc2onc(-c3ccc(Cl)cc3)c2C1=O	1	x	-3	0
30	NC(=O)CCN1CCN(Cc2cn[nH]c2-c2cccc3ccccc23)CC1	x	-4	x	-1
31	C[C@@H]1CN([C@H](C)CO)C(=O)c2cc(NS(=O)(=O)c3ccc(F)cc3)ccc2O[C@H]1CN(C)Cc1ccc(Cl)c(Cl)c1	1[16.7 µM]	2	0	3
32	O=C(C[n+]1ccc(C(=O)N/N=C/c2ccc(O)cc2)cc1)c1ccccc1	-2	13	2	x
33	COc1cccc(CCc2nnc(CCC(=O)NC(C)c3c(C)nn(C)c3C)o2)c1 (configuration not stated)	-4	-12	0	0
34	Cc1cccc(S(=O)(=O)NNC(=O)Cc2cccn2C)c1	x	-14	x	1
35	C/C(=C\C(=O)c1ccccc1)Nc1ccc(Br)c(Cl)c1	x	-3	x	4
36	CC(C)(C)C1CCC(=O)C(C2(O)C(=O)Nc3ccccc32)C1 (configuration not stated)	6	-5	-1	-6

cpd	C2C12 statin	SIRT5 inh	esBAF inh
25	2	2	2
26	-11	1	-8
27	-15	7	-4
28	-28	19*	2
29	-4	-2	8
30	x	-1	x
31	9	2	-2
32	-5	x	11
33	-2	0	-7
34	x	0	x
35	x	-2	x
36	-3	x	-3

# More entries
cpd	structure	miR122 inh	ARNT-TACC3 inh	Cneo AK release	ERp5 block
37	CC1CCCC(C)N1C(=O)COC(=O)c1ccco1 (configuration not stated)	-1	0	0	1
38	O=C(NNC(=O)c1ccc2ccccc2c1O)NC1CCCCC1	-15	-3	-1	3
39	Cc1cc(NC(=O)c2ccoc2C)ccc1Br	x	x	x	-1
40	CCC1(c2ccc(F)cc2)NC(=O)N(CC(=O)NCc2ccc(C)cc2)C1=O (configuration not stated)	4	6	-1	6
41	COCC(=O)N(CCc1ccc(OC)c(OC)c1)Cc1nc2ccccc2c(=O)[nH]1	-3	2	7	x
42	COc1cc(C2C3=C(CCCC3=O)Nc3[nH]n(-c4ccccc4)c(=O)c32)ccc1O (configuration not stated)	9	19	1	x
43	COC(=O)C[C@@H]1C[C@@H]2c3cc(NC(=O)Nc4ccc(OC)cc4)ccc3O[C@@H]2[C@H](CO)O1	4[16.7 µM]	0	0	x
44	CCNc1nc(SC(C(C)=O)C(C)=O)nc(N(C)C)n1	-4	-1	4	x
45	Cc1cc(C)nc(NC(=O)CSc2nnnn2-c2ccccc2)n1	4	-8	1	x
46	CCCC(=O)OCC1CN(Cc2ccco2)S(=O)(=O)c2c(F)cccc2O1 (configuration not stated)	-1	0	1	2
47	COc1ccc(S(=O)(=O)N2CCC(C(=O)N3CCOCC3)CC2)cc1	x	-6	-9	x
48	COc1cc(C#N)ccc1OC(=O)C1CCN(C(=O)c2ccc(F)cc2)CC1	x	4	x	2

cpd	C2C12 statin	SIRT5 inh	esBAF inh
37	5	-3	2
38	1	-1	0
39	-32	-1	88*
40	13	-2	3
41	-9	x	0
42	x	x	4
43	1	x	2
44	9	x	-16
45	6	x	6
46	-4	-1	-2
47	10	x	-9
48	x	4	x

# Further structures.
cpd	structure	miR122 inh	ARNT-TACC3 inh	Cneo AK release	ERp5 block
49	CNc1ccccc1C(=O)OCC(=O)N(CCOC)c1c(N)n(CC(C)C)c(=O)[nH]c1=O	-4	-4	-1	1
50	COc1ccc(-c2ccc(CN3C(C(C)C)C(=O)N(Cc4cn(CC5CCCCC5)nn4)CCS3(=O)=O)cc2)cn1 (configuration not stated)	2	x	-4	-3
51	CSC(=NNC(=O)c1ccc(O)cc1)SC	3	-4	-2	x
52	Cc1ccc(-n2cnc3c(=O)[nH]cnc32)cc1	-10	-4	8	-2
53	CSc1ccccc1OCc1cc(C(=O)N2CCC[C@H]2C(N)=O)no1	5	-5	-5	5
54	C[C@H]1CN([C@@H](C)CO)C(=O)c2cc(-c3ccncc3)cnc2O[C@@H]1CN(C)C(=O)c1ccc(F)cc1	-5[16.7 µM]	-2	4	6
55	Cc1noc(C)c1NC(=O)Nc1ccc2c(c1)CC(=O)N([C@H](C)CO)C[C@@H](C)[C@H](CN(C)C(=O)Nc1ccc(F)cc1)O2	4[16.7 µM]	2	-2	-7
56	C=CCN(CC(=O)NCC1CCCO1)C(=O)CCC(=O)Nc1cc(C)on1 (configuration not stated)	-2	x	0	6
57	CCCC(C)c1nnc(NC(=O)c2cc(C(=O)OC)cc([N+](=O)[O-])c2)s1 (configuration not stated)	1	-4	-2	3
58	C=CCn1c(SCC(=O)Nc2ccc(O)cc2)nc2sc(C)c(C)c2c1=O	2	-3	-1	2
59	CC(C)CC#Cc1cnc2c(c1)C(=O)N([C@@H](C)CO)C[C@H](C)[C@@H](CN(C)C(=O)c1cnccn1)O2	1[16.7 µM]	-6	0	-3
60	COc1ccccc1CNC(=O)C[C@H]1C[C@@H]2c3cc(NC(=O)Nc4ccc(C(F)(F)F)cc4)ccc3O[C@@H]2[C@H](CO)O1	9[16.7 µM]	-2	-1	-3
61	C=CCn1c2ccccc2c2nnc(SCCCn3c(=O)[nH]c4ccccc43)nc21	-2	2	-5	x

cpd	C2C12 statin	SIRT5 inh	esBAF inh
49	9	-4	x
50	12	-8	-9
51	x	x	7
52	2	-6	8
53	-7	-2	-6
54	16	2	3
55	-10	-3	4
56	x	0	x
57	-21	4	-9
58	15	-2	-3
59	-1	-3	3
60	-76	0	4
61	7	x	x

# Among those listed so far, these contain a Cl atom.
cpd	structure	miR122 inh	ARNT-TACC3 inh	Cneo AK release	ERp5 block
1	NC(=O)c1cc(S(=O)(=O)N2CCN(c3cccc(Cl)c3)CC2)cs1	-2	x	1	2
2	COc1ccc(CNC(=O)c2ccc(Cn3cc(Cl)cn3)o2)cc1	-2	-6	4	0
15	O=C(Nc1nccs1)c1cc(S(=O)(=O)N2CCOCC2)c(Cl)cc1Cl	-5	-5	x	x
21	CN1C(=O)c2cc(NC(=O)c3ccccc3Cl)ccc2OC[C@H]2O[C@H](CC(=O)NCC(F)(F)F)CC[C@H]21	x	-7	37	-3
22	O=C(c1cc(-c2ccc(Cl)cc2Cl)on1)N1CCN(C(=O)c2ccco2)CC1	-1	14	-2	x
27	C[C@@H]1CN([C@H](C)CO)C(=O)c2cc(NS(=O)(=O)c3ccc(Cl)cc3)ccc2O[C@H]1CN(C)C	-1[16.7 µM]	x	0	-3
29	CC(C)(C)OC(=O)N1CCc2onc(-c3ccc(Cl)cc3)c2C1=O	1	x	-3	0
31	C[C@@H]1CN([C@H](C)CO)C(=O)c2cc(NS(=O)(=O)c3ccc(F)cc3)ccc2O[C@H]1CN(C)Cc1ccc(Cl)c(Cl)c1	1[16.7 µM]	2	0	3
35	C/C(=C\C(=O)c1ccccc1)Nc1ccc(Br)c(Cl)c1	x	-3	x	4

cpd	C2C12 statin	SIRT5 inh	esBAF inh
1	-1	-2	-8
2	8	2	0
15	-1	x	-8
21	1	0	5
22	-9	x	13
27	-15	7	-4
29	-4	-2	8
31	9	2	-2
35	x	-2	x
